Assay outcomes from PubChem.
TRPV1 agonist: human TRPV1 agonism; Q8NER1; TRPV1-expressing cells, Fluo-8 calcium influx, agonist mode; actives 0.19% (n = 320,000); AID 540275; activation, % at 8.33 µM; in the data active = activation above about 80%; inconclusive = between about 30% and that limit; note: 0% is about no effect
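TRPV1-expressing cells were cultured overnight at 35.5C and loaded with Fluo-8 calcium dye for 40 to 90 min at room temperature. After a 10 s baseline, compound was added and calcium influx was read kinetically for 3 min (ex 480/em 520 nm).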
B2AR arrestin: recruits beta-arrestin to the human beta2-adrenergic receptor; beta-arrestin recruitment to beta2AR, cell-based reporter; actives 0.02% (n = 330,000); Potency, µM (highest dose often 46.1 µM), for inactives: at the highest dose activation, most hits filed as activators; P07550;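 note: potency is the fitted concentration of half-maximal effect; 0% = DMSO controls and full agonism = EC100 isoproterenol or metaproterenol; nearly all actives have a fitted effect of over 65% in size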
Target sequence (P07550 whole entry, looked up): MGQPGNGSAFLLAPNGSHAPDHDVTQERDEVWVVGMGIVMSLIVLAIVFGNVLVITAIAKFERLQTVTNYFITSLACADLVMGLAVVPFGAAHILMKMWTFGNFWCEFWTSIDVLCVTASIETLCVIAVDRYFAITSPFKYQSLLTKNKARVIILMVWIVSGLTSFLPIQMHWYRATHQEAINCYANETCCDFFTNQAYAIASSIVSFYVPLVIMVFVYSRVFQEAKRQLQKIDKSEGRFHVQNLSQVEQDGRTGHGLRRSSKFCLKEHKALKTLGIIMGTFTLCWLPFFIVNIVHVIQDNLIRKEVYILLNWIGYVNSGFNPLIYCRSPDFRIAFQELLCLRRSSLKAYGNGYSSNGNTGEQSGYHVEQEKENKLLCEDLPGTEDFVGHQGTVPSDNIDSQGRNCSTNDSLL
hERG WT inh: blocks the wildtype human KCNH2 potassium channel | Q12809 | U2OS, BacMam KCNH2, thallium flux FluxOr; active compounds read low | actives 0.37% (n = 340,000) | activity change, % at 1.84 µM;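 active = maximum activity change below -70%; inconclusive = maximum activity change between -70% and -50%; inactive = maximum activity change above -50%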; note: % is set by controls: 0 for no effect and ±100 for the full control effect
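U2OS cells were transduced with wild-type KCNH2 virus (2.03 x 10^8 / mL) for 4 h at room temperature, then cultured overnight at 37 C. Thallium flux was read with FluxOr dye. Rate constants were normalized to DMSO controls.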
KCNH2 3.1 block: blocks the human KCNH2 3.1 channel isoform | U2OS KCNH2 3.1, thallium flux FluxOr; active compounds read low | activity change, % (tested at about 1.8 µM) | actives 0.95% (n = 340,000);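 active = maximum activity change below -70%; inconclusive = maximum activity change from -70% to -50%; inactive = maximum activity change above -50%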;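 note: thallium influx rate constant from kinetic fluorescence after stimulation buffer; % is set by controls: 0 for no effect and ±100 for the full control effect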
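Thallium flux read-out: FluxOr dye with Red40 quencher in HBSS/HEPES, 45 min at RT. Rate constants from kinetic reads were normalized to positive and negative DMSO controls. Cells: U2OS virally expressing the 3.1 isoform.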
CXXC DNA block: inhibitors of human MLL CXXC domain-DNA interaction; Potency, µM (doses to about 115 µM), without a hit: at the top dose activity change, negative = inhibition, usual class: inhibitors; actives 0.037% (n = 290,000); MLL-CXXC / FITC-HOXA9 DNA fluorescence polarization; Q03164; active = well fitted inhibition curve with a large enough effect in the polarisation, with a control signal flat, not every such curve was filed as active; inconclusive = small, poorly fitted or top-dose-only effect, or effect the other way, or a change in a side signal; inactive = no such curve, though single readings can be large or run the other way; the % refers to the polarisation; note: potency is the fitted concentration of half-maximal effect
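Steps: dispense CXXC domain solution (7 uM) → pin compounds or unlabeled HOX-A9 DNA control → 5 min ambient → add FLSN-HOX-A9 solution (50 nM) → spin → 30 min ambient → fluorescence polarization. Tris pH 7.5/NaCl/DTT/BSA buffer.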
PKM2 act: activators of human pyruvate kinase M2; purified PKM2, Kinase-Glo ATP luminescence, activation; response scale: 0% is enzyme alone, no compound; Potency, µM (series often up to 57.5 µM), for inactives: top-dose activation, actives largely listed as activators; actives 0.34% (n = 260,000); note: potency is the fitted concentration of half-maximal effect; % is set by controls: 0 for no effect and ±100 for the full control effect; nearly all actives have a fitted effect of over 55% in size
Target sequence (P14618 whole entry, looked up): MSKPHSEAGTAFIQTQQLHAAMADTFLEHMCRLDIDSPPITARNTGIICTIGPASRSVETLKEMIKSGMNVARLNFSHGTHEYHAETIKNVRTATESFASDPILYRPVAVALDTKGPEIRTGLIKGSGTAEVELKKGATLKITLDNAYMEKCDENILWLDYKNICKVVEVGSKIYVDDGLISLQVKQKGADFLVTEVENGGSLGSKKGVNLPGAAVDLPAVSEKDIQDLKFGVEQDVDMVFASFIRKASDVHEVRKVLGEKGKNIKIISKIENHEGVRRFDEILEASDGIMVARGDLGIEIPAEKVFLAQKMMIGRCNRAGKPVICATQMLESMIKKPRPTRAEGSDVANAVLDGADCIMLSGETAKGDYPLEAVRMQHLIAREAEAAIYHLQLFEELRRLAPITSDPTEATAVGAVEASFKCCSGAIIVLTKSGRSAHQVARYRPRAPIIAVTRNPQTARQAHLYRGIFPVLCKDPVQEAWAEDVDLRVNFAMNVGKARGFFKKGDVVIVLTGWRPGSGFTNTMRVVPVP
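Purified hPK-M2 (>95% pure) converted ADP (0.1 mM final) to ATP with 0.5 mM PEP in 50 mM imidazole pH7.2, KCl, MgCl2, Tween 20, BSA; 1 h at room temperature. ATP detected by Kinase-Glo luminescence.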
USP2a inh: USP2a (human) protease inhibition | O75604 | USP2 core, Ub-CHOP2 coupled fluorogenic reporter, 485/531 | Potency, µM (highest dose often 38.3 µM), for inactives: at the top dose activity change, negative = inhibition, usual class: inhibitors | actives 0.01% (n = 330,000);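 note: potency is the fitted concentration of half-maximal effect; plate controls were DMSO wells for no effect and full inhibition by NEM control for full effect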
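Deubiquitinase activity read as fluorescence (485/531 nm) after Ub-CHOP2 cleavage activates the enterokinase reporter on its substrate; USP2 core 10nM, Ub-CHOP2 and substrate 25nM each, 30min compound preincubation then 60min RT; data normalized to NEM, curves fitted.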
Menin-MLL TR inh: inhibitors of human menin-MLL interaction, mutant MLL peptide; Menin + Texas Red MLL mutant peptide, fluorescence polarization; Potency, µM (top dose mostly 61.6 µM), without a hit: at the highest dose FP activity change, negative = inhibition, actives largely listed as inhibitors; actives 0.23% (n = 270,000); active = well fitted inhibition curve with a large enough effect in the polarisation, with a control signal flat, not every such curve was filed as active; inconclusive = small, poorly fitted or top-dose-only effect, or effect the other way, or a change in a side signal; inactive = no such curve, though single readings can be large or run the other way; the % refers to the polarisation; note: potency is the fitted concentration of half-maximal effect; % of control where 0% means no effect; many of its hits are not listed in these tables
Giardia kill: kills Giardia lamblia | Giardia lamblia trophozoite viability | activity change, % at 7.66 µM, hits read low | actives 0.15% (n = 340,000) | AID 540267; in the data active = activity change below about -80%; inconclusive = between about -30% and that limit;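 note: parasites exposed to compound for two days anaerobically before the ATP read; % is set by controls: 0 for no effect and ±100 for the full control effect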
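Anaerobic 48 hrs incubation at 37 deg C of 100 trophozoites/well with test compounds; ATPLite 1-Step luminescence, 15-30 min RT, reports cellular ATP as viability.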
GALK inh: blocks human galactokinase activity. Potency, µM (titrated, usually from 57.5 µM), without a hit: at the highest dose activity change, negative = inhibition, hits mostly inhibitors. P51570. Purified GALK, Kinase-Glo residual ATP luminescence. actives 0.007% (n = 270,000); note: potency is the fitted concentration of half-maximal effect; % is set by controls: 0 for no effect and ±100 for the full control effect
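The enzyme phosphorylates galactose (100 uM) using ATP (35 uM); inhibition is detected as higher residual ATP, quantified by bioluminescence after 1 h reaction at room temperature, pH 8.0.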
FBPA coupling cs: counter-screen for Giardia aldolase inhibitors: coupling enzyme system | coupling enzyme system counterscreen, AmpLite Red fluorescence | activity change, negative = inhibition, % at 58.2 µM, hits read low | actives 0.67% (n = 290,000) | AID 2472; in the data active = activity change below about -30%; note: % is set by controls: 0 for no effect and ±100 for the full control effect
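Coupling enzymes only (glyceraldehyde-3-phosphate) + compound, at 57.5 uM final, 10 min RT; add substrate/coupling/AmpLite Red mix, 20 min RT; fluorescence ex 525/em 598 nm. Actives flag coupling-system interference.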
Starred values were filed as active, the others as inactive; ? = inconclusive; . = no result given; [ ] = dose if it differs, or a comment. Unless noted, calls come from the whole dose curve; as a rule, active = well fitted curve in the direction sought with a large enough effect; inconclusive = small, poorly fitted or top-dose-only effect, or another doubt; inactive = no such curve, though single readings can be large; an effect the other way counts as inactive or inconclusive.

SMILES	TRPV1 agonist	B2AR arrestin	hERG WT inh	KCNH2 3.1 block	CXXC DNA block	PKM2 act	USP2a inh	Menin-MLL TR inh	Giardia kill	GALK inh	FBPA coupling cs
COc1ccc2sc(-c3ccc(SC)cc3)c(C#CC(C)(C)O)c2c1	3	-0.7%	-2	2	.	.	-6%	.	2	.	.
CCCCSc1nc2c(c(C(F)(F)F)c1C#N)CCC2	8	0.4%	-7	13	23%	-8%	2%	1%	4	-1%	7
COc1cccc(C(c2c(N)[nH]c(=S)[nH]c2=O)c2c(N)[nH]c(=S)[nH]c2=O)c1	11	-0.3%	3	21	-23%	6%	0%	.	19	4%	-4
COc1cc(/C=C(\C#N)c2ccccn2)ccc1OCc1ccccc1	-12	-0.5%	-12	-5	6%	12%	2%	-1%	-3	1%	-4
c1coc(-c2nnc(SCc3nc4ccccc4[nH]3)o2)c1	-1	-0.2%	-7	-6	1%	14%	0%	?	3	17%	-12
C=CCN(C(=O)c1cc(C)cc(C)c1)C1(C(=O)Nc2ccccc2)CCN(C(C)C)CC1	-1	0.0%	28	-11	5%	-4%	-3%	-22%	-13	0%	0
O=C(Cc1cccs1)Nc1nnc(SCc2ccc(Br)cc2)s1	-1	0.0%	-6	1	?	18%	3%	?	10	1%	5
CCc1ccccc1NC1=CC(=O)CC(C)(C)C1	11	0.1%	3	0	0%	4%	3%	-8%	4	-1%	3
O=C(COc1ccc(Cl)cc1)Nc1ccccc1Cl	?	-0.5%	37	4	-5%	-2%	-1%	-4%	-7	5%	1
O=C(CC(C(=O)O)c1cccc(Br)c1)c1ccc(Cl)cc1 (stereo not given)	0	0.2%	-3	-15	10%	.	-4%	-1%	13	2%	6
CC(=O)Nc1cccc(C(=O)/C=C/c2ccco2)c1	5	0.4%	4	-8	8%	?	0%	4%	9	0%	0
NS(=O)(=O)c1ccc(NC(=O)COC(=O)c2ccc(Cl)nc2)cc1	2	0.2%	1	-8	7%	-1%	4%	1%	-29	11%	0
C=CCNC(=S)NNC(=O)c1cccc(Br)c1	4	-0.8%	-16	-6	1%	-4%	3%	8%	-9	0%	2
Cc1ccc(-c2nnn(CC(=O)N(CC(=O)NC3CCCC3)c3ccc(F)cc3)n2)o1	1	-0.4%	-74*	6	2%	.	2%	-1%	-9	0%	1
COc1ccc(C2=NN(C(=O)/C=C/c3ccccc3)C(c3ccccc3)C2)c(OC(C)=O)c1 (stereo not given)	4	?	10	-16	-4%	4%	-12%	-2%	-18	.	-3
CCOC(=O)Cn1c(C)nc2ccccc21	-1	-1.0%	-7	9	0%	1%	4%	-1%	-1	0%	2
Cc1c(C)n(CC(O)CN2C(=O)c3ccccc3S2(=O)=O)c2ccccc12 (stereo not given)	8	-0.4%	-2	0	-1%	1%	-1%	.	1	-3%	2
Cc1ccc(/C=N/n2c(-c3ccco3)n[nH]c2=S)cc1	6	5.4%	2	-2	33%	0%	3%	.	2	-3%	2
S=C(Nc1ccc(Cl)cc1)NC1CCN(Cc2ccccc2)CC1	7	-0.7%	59	-16	4%	4%	-1%	-10%	40[activator]	1%	2
CCc1ccc(C(C(=O)NCc2ccccc2)N(C(=O)c2csnn2)C2CC2)cc1 (stereo not given)	12	-0.5%	0	-15	2%	.	1%	-9%	-12	-1%	3
C/C(=N\NC(=S)Nc1ccc(C)cc1)c1cccc(N)c1	2	0.3%	0	-4	-5%	-1%	-1%	?	1	-1%	-1
Cc1c(C(=O)N2CCN(CCc3ccccn3)CC2)oc2ccc(Cl)cc12	15	0.5%	-8	-103*	-1%	.	1%	-30%	-16	9%	0
CCC(=O)N(CCc1ccccc1)Cc1cc2cccc(C)c2[nH]c1=O	88*	-0.2%	-12	37	1%	0%	0%	-9%	-5	5%	-2
CC1CCCC(NS(=O)(=O)c2cccc3nsnc23)C1C (stereo not given)	4	-0.2%	-3	24	0%	.	2%	-12%	1	-2%	2
CNC(=O)c1cc2ncc(C(F)(F)F)cc2s1	1	0.2%	10	3	5%	?	3%	1%	10	1%	-1
NC(=O)NC(=O)COC(=O)CCCSc1nc2ccccc2s1	?	-0.5%	-10	21	8%	-6%	-3%	.	37[activator]	6%	2
COc1ccc(-c2cnc(SCCNC(=O)c3ccc4c(c3)OCO4)[nH]2)cc1	5	0.1%	-7	-5	.	.	-1%	.	11	.	.
Cn1nnnc1SCC(=O)NCCc1ccc(Cl)cc1	3	-0.1%	-7	-3	-2%	-1%	5%	1%	4	-2%	3
O=C(COC(=O)c1ccc(F)c([N+](=O)[O-])c1)NC(=O)NCc1ccccc1	.	-0.1%	21	-14	.	.	4%	.	4	.	.
COc1ccccc1N(C(=O)c1snc(C(N)=O)c1N)C(C(=O)NCc1ccccc1)c1ccc(O)cc1 (stereo not given)	1	-0.8%	3	5	3%	0%	0%	11%	4	-1%	0

With a hit mark in TRPV1 agonist, of those listed so far:
SMILES	TRPV1 agonist	B2AR arrestin	CXXC DNA block	PKM2 act	Menin-MLL TR inh	GALK inh
CCC(=O)N(CCc1ccccc1)Cc1cc2cccc(C)c2[nH]c1=O	88*	-0.2%	1%	0%	-9%	5%

Next part.
SMILES	TRPV1 agonist	B2AR arrestin	hERG WT inh	KCNH2 3.1 block	CXXC DNA block	PKM2 act	USP2a inh	Menin-MLL TR inh	Giardia kill	GALK inh	FBPA coupling cs
COc1ccc(CNC(=O)CSc2nnc(NC(=O)C3CC3)s2)cc1	1	0.5%	11	2	9%	-3%	2%	2%	4	0%	1
Cc1ccc(OCc2nnc(SC(C)C(=O)O)n2Cc2ccccc2)cc1 (stereo not given)	-2	-0.4%	-1	19	-4%	12%	-1%	-6%	5	4%	25
CC(=O)Nc1ccc(NC(=O)c2ccccc2S(=O)(=O)c2ccccc2[N+](=O)[O-])cc1	-3	-1.9%	3	-5	?	-5%	8%	-2%	11	1%	0
CN(CC1CCCO1)S(=O)(=O)c1ccc(C(=O)Nc2ccc([N+](=O)[O-])cc2)cc1 (stereo not given)	?	0.2%	11	6	?	0%	-5%	?	1	-2%	1
COc1ccc(CO[C@@H]2O[C@H](CO)[C@@H](O)[C@H](O)[C@H]2NC(C)=O)cc1OC	-7	-0.4%	18	-9	9%	.	2%	15%	18	.	2
O=C1/C(=C\c2cccnc2)CN(Cc2ccccc2)C/C1=C\c1cccnc1	11	4.2%	3	7	1%	15%	-1%	0%	?	-7%	0
C(=N\Nc1nc(Nc2ccccc2)nc(N2CCCCC2)n1)/c1ccco1	?	-0.8%	.	.	2%	5%	-2%	?	.	12%	0
CCOc1ccc(CCNC(=O)CSc2cc(=O)n(C)c3cc(Cl)ccc23)cc1OCC	-4	-0.1%	1	8	9%	6%	5%	4%	-10	-1%	3
Cn1c(COc2ccccc2)nnc1SCC(=O)Nc1ccc(N2CCOCC2)cc1	0	0.4%	3	2	8%	-2%	5%	1%	12	-1%	-2
CCn1cc(/C=C(\NC(=O)c2ccccc2OC)C(=O)NCCCn2ccnc2)c2ccccc21	1	-0.8%	-4	6	3%	.	-2%	6%	4	-2%	-3
CCOC(=O)c1ccccc1NC1c2ccccc2C(=O)N1c1cc(C)ccn1 (stereo not given)	22	-0.6%	14	-15	-1%	2%	-9%	-10%	-2	4%	-1
Cc1cc(O)c(C2(O)C(=O)Nc3ccccc32)cc1C (stereo not given)	2	-1.1%	5	-4	?	.	1%	0%	-19	5%	0
Cc1ccsc1C(=O)OCC(=O)NCCc1ccccc1	.	-0.3%	12	21	.	.	-2%	.	12	.	.
Cc1cccc(CSCCNC(=O)CCSc2ccccc2)c1	?	5.3%	0	-10	-1%	-15%	-1%	1%	-14	.	0
COc1cccc(OCC(=O)NNC(=S)Nc2ccc(Cl)cc2Cl)c1	-2	-0.1%	2	5	21%	-1%	-11%	?	-11	-1%	3
O=c1c2ccccc2nc2ccccn12	2	-0.1%	-4	8	12%	-8%	-1%	-2%	29	-1%	0
O=C(NCc1cccnc1)c1ccc(Br)o1	-1	4.4%	-5	-2	.	.	-2%	.	-23	.	.
COc1ccc(C2N=C(Nc3ccc(C)cc3)Nc3nc(C)cc(=O)n32)cc1 (stereo not given)	-7	-0.3%	-2	-8	0%	-1%	0%	-13%	7	3%	-1
O=C(COc1ccccc1)N(Cc1nnc(-c2ccccc2Cl)o1)C1CC1	-2	-0.1%	38	-4	.	.	2%	.	-15	.	.
O=[N+]([O-])c1ccc(/C=N/Nc2nc(-c3ccccc3)c3cc(Br)ccc3n2)o1	6	0.2%	-17	-101*	-15%	-8%	1%	?	-91*	1%	12
O=C(CCCN1C(=O)c2ccccc2C1=O)N1CCC(c2ccccc2)C1 (stereo not given)	2	-0.3%	1	13	1%	1%	3%	0%	-15	0%	3

Not all compounds are listed; the hit share may differ from the screen's.
